GCN5L2 inh: GCN5L2 (KAT2A) acetyltransferase inhibition; Q92830; GCN5L2 HAT assay, ThioGlo1 CoA-SH fluorescence; Potency, µM (top dose mostly 58.9 µM), without a hit: at the highest dose activity change, negative = inhibition, hits mostly inhibitors; hit rate 0.21% among 390,000
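ThioGlo1-coupled HAT assay: 20nM GCN5L2, 70uM acetyl-CoA, 75uM H3(1-25) peptide, pH 7.5. Fluorescence read at 340/540nm at start and after 20 min at room temperature.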
FEN1 inhibitor: inhibitors of human flap endonuclease 1; P39748; Recombinant FEN1 flap cleavage, fluorescence, 15 min; Potency, µM (doses to about 114 µM), without a hit: at the top dose activity change, negative = inhibition, usual class: inhibitors; hit rate 0.35% among 390,000; AID 588795; also: nearly all actives have a fitted effect of over 65% in size
Target sequence (P39748 whole entry, looked up): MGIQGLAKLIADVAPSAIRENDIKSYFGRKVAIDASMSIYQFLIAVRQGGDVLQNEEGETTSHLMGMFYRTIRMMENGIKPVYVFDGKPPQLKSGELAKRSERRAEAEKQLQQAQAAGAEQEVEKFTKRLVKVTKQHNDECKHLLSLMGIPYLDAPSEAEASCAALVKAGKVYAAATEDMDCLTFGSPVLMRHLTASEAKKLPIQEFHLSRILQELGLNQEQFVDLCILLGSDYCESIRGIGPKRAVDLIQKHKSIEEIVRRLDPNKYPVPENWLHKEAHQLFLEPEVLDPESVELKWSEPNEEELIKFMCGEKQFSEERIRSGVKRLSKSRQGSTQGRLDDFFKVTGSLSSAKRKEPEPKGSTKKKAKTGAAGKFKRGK
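Compounds are tested as a concentration series against 10 nM FEN1; after a 15 min room-temperature preincubation, 50 nM substrate starts cleavage, with plate reads at 0 and 15 min. Normalized responses are fitted by a Hill equation.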
N370S GC: N370S glucocerebrosidase modulation, Gaucher chaperone candidate | P04062 | N370S GC spleen homogenate, 4MU-glucoside fluorescence | Potency, µM (doses to about 59.4 µM), for inactives: top-dose activity change, negative = inhibition, most hits filed as inhibitors | hit rate 0.092% among 330,000;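 also: 0% = full enzyme activity and -100% = no enzyme basal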
* hit, by the source's call; ? = inconclusive; . = not tested or not shown; & = joins results of further samples; [ ] = another dose, or the depositor's remark. Calls follow the shape of the dose curve; as a rule, active = well fitted curve in the direction sought with a large enough effect; inconclusive = small, poorly fitted or top-dose-only effect, or another doubt; inactive = no such curve, though single readings can be large; an effect the other way counts as inactive or inconclusive. Unless noted, % is scaled to controls: 0 for no effect and ±100 for the full control effect; potency is read from the fitted curve at half-maximal effect.

#	mol	N370S GC	GCN5L2 inh	FEN1 inhibitor
1	Cc1ccc(C2c3c(oc4ccccc4c3=O)C(=O)N2c2nnc(C(C)C)s2)o1 (centres undefined)	12%	-1%	1%
2	Cc1c(C(=O)N(Cc2cccc(F)c2)C2CCS(=O)(=O)C2)oc2cc(Br)ccc12 (centres undefined)	.	-1%	-14%
3	CNC(=O)COC(=O)CCC(=O)c1cccs1	-1%	-1%	-11%
4	CSCCc1nc(SCC(=O)Nc2nnc(C)s2)[nH]c1C	0%	.	-9%
5	O=C(Cc1ccc(-n2c(=O)[nH]c3ccccc3c2=O)cc1)N1CCN(c2cccc(Cl)c2)CC1	?	-12%	-13%
6	CC1CCC2(CC1)SCC(=O)N2c1ccccc1 (centres undefined)	4%	1%	-11%
7	NS(=O)(=O)c1ccc(-n2nc(C(=O)O)cc2-c2ccc(Cl)cc2)cc1	-4%	-4%	-17%
8	CCN(C[C@H]1N[C@@](C)(C(=O)OC)[C@H]2C(=O)N(Cc3ccccc3)C(=O)[C@@H]12)S(=O)(=O)c1ccccc1	.	-5%	-1%
9	Cc1ccc(Cl)cc1N1CCN(C(=O)C2CCN(Cc3nc(-c4cccc(Cl)c4)oc3C)CC2)CC1	.	-1%	-16%
10	O=C(c1ccc(Br)o1)N1CCN=C1SCc1cccnc1	2%	-5%	3%
11	CC1=CC2=NC(=O)/C(=C/c3cccs3)C(=N)N2O1	-11%	0%	-14%
12	CCCN(CCC)C(=O)c1c(C)[nH]c(C(=O)OCC)c1C	-9%	0%	.
13	CCOc1ccccc1NC(=O)c1ccccc1-c1ccccc1	5%	-2%	1%
14	CCCCOc1ccc(C(=O)N2CCCCC2CCN2CCOCC2)cc1 (centres undefined)	.	3%	0%
15	COC(=O)C(Nc1ccccc1Cl)(c1cc(C)c(O)c(C)c1)C(F)(F)F (centres undefined)	2%	-15%	-10%
16	O=C(NCCCN1CCOCC1)c1sc2cc(Cl)ccc2c1Cl	-27%	-4%	0%
17	CCOC(=O)C1Nc2ccc(Br)cc2C2C=CCC12 (centres undefined)	-3%	-12%	-20%
18	CC(=O)NC1(c2cccc(F)c2)CCN(CC(=O)NC(C)C)CC1	4%	-1%	-5%
19	Cc1cc(C(=O)NCCc2ccccc2)ccc1[N+](=O)[O-]	-3%	-3%	4%
20	C=CCNC(=O)COC(=O)c1cc(S(=O)(=O)N2CCCCC2)ccc1Cl	-22%	-2%	0%
21	C/C(=N\NC(=O)c1ccncc1)c1ccc(N(C)C)cc1	-17%	5%	6%
22	O=C1OCC2=C1C(c1ccc(F)cc1)c1cc3c(cc1N2)OCCO3 (centres undefined)	14%	0%	-1%
23	COc1ccc(-n2c(=O)c(-c3ccc(Cl)cc3)nc3cnc(N(C)C)nc32)cc1	15%	-3%	.
24	O=C(CSc1ncccn1)Nc1ccc2[nH]c(=O)[nH]c2c1	-1%	-7%	5%
25	CCOC(=O)c1ccc(NS(=O)(=O)N2CCCCCC2)cc1	16%	-12%	2%
26	Cn1nccc1C(=O)N1CCN(c2ccccc2Cl)CC1	-14%	-2%	-1%
27	CCCC(=O)OC1CC(C)N(C(=O)c2ccccc2)c2ccc(C)cc21 (centres undefined)	7%	-14%	6%
28	CC1(C)N=C(/C=N/O)C=[N+]1[O-]	-2%	1%	-11%
29	O=C(CCNS(=O)(=O)c1c(Cl)cccc1Cl)OCC(=O)c1ccccc1	-2%	-10%	-2%
30	Cc1ccc(C(=O)Nn2c(C)nc3ccccc3c2=O)cc1C	-5%	0%	-7%
31	Cc1ccc(C)c(N2C(=O)N(Cc3ccccc3C)c3ccccc3S2(=O)=O)c1	.	-2%	2%
32	O=C(OCCN1CCOCC1)C1(c2ccccc2)CCCCC1	1%&-11%&0%	1%	15%

The list goes on; it opens with the four that closed the last part.
#	mol	N370S GC	GCN5L2 inh	FEN1 inhibitor
29	O=C(CCNS(=O)(=O)c1c(Cl)cccc1Cl)OCC(=O)c1ccccc1	-2%	-10%	-2%
30	Cc1ccc(C(=O)Nn2c(C)nc3ccccc3c2=O)cc1C	-5%	0%	-7%
31	Cc1ccc(C)c(N2C(=O)N(Cc3ccccc3C)c3ccccc3S2(=O)=O)c1	.	-2%	2%
32	O=C(OCCN1CCOCC1)C1(c2ccccc2)CCCCC1	1%&-11%&0%	1%	15%
33	Cc1cccc2sc(NC(=O)CSCc3ccccc3)nc12	10%	-11%	-5%
34	Cc1nc2cc(NC(=O)NC(C)(C)C)ccc2n1C	-20%	0%	21%
35	CCC(C)Nc1cc(C)nc2ncnn12 (centres undefined)	-1%	1%	-4%
36	Cc1ccc(C(=O)COC(=O)C(C)N2C(=O)C3C4C=CC(C4)C3C2=O)cc1C (centres undefined)	4%	-3%	-15%
37	CCN(CC)S(=O)(=O)c1ccc2[nH]c(=O)cc(C(=O)Nc3ccccc3N3CCOCC3)c2c1	.	0%	-3%
38	Cc1ccc(-c2nn(C)c(=O)c3ccccc23)cc1S(=O)(=O)NCCN1CCOCC1	?	-3%	12%
39	COc1ccccc1C(=O)NCCN=C1NS(=O)(=O)c2ccccc21	1%	-1%	7%
40	CCc1ccc(NC(=S)Nc2cccc3cnccc23)cc1	-11%	-24%	?
41	CCOC(=O)N1CCC(N(C(=O)Nc2ccc(Cl)c(Cl)c2)C(C)CC)CC1 (centres undefined)	-4%	-13%	-11%
42	Brc1ccc(-c2ncc(-c3ccccc3)cn2)cc1	2%	1%	10%
43	CN(C)CCCN=Cc1c(O)n(Cc2ccc3c(c2)OCO3)c(=O)c2ccccc12	-8%	-3%	.
44	Cc1cc(=O)oc2cc(OC(C)C(=O)NC3CCCC3)ccc12 (centres undefined)	-8%	-5%	-4%
45	CCOC(=O)N1CCc2c(sc3c2c(=O)n(-c2ccc(CC)cc2)c(=O)n3CC(=O)NCC2CCCO2)C1 (centres undefined)	2%	-2%	22%
46	COc1cccc(-c2nc(Cn3c(=O)cc(C)c4c(C)nn(-c5ccccc5)c43)c(C)o2)c1OC	.	-5%	-4%
47	Cc1cc2cc3c(cc2nc1SCC(=O)Nc1ccccc1)CCC3	3%	-5%	0%
48	COc1ccccc1C(=O)OCc1cc(=O)n2nc(C3CC3)sc2n1	.	10%	4%
49	CCN(CC)S(=O)(=O)c1ccc2c(c1)c(=O)c(C(=O)N1CCN(c3ccccc3)CC1)cn2C	4%	-3%	-2%
50	CN(C(=O)CN1C(=O)S/C(=C\c2ccccc2Cl)C1=O)C1CCS(=O)(=O)C1 (centres undefined)	-2%	-5%	3%
51	CCC(CC)NC(=O)Nc1cccc(C)c1C	5%	-5%	9%
52	Cc1oc(-c2cc(F)ccc2F)nc1CN1CCN(c2ncnc3ccccc23)CC1	30%	-15%	6%
53	O=C(c1ccc(N2CCOCC2)cc1[N+](=O)[O-])N1CCOCC1	0%	-2%	14%
54	CC(C)OCC(O)CS(=O)Cc1ccccc1 (centres undefined)	14%	?	2%
55	Cc1sc2ncnc(N[C@@H](Cc3ccccc3)C(=O)O)c2c1C	2%	0%	-5%
56	COc1ccccc1C(=O)NC(=O)COC(=O)CNC(=O)c1ccccc1F	.	-8%	6%
57	C[C@H](NC(=O)c1nc[nH]c1C(=O)N1CCc2ccccc2C1)C(=O)OC(C)(C)C	?	-18%	0%
58	c1ccc(-c2cc3c(N4CCN(c5ncccn5)CC4)ncnc3s2)cc1	?	-1%	-27%
59	Cc1cccc(OCCCc2c(C)n[nH]c2C)c1	-1%	-3%	-19%
60	Cc1cc(CNC(=O)c2cc(COc3c(F)cccc3F)on2)nn1C	2%	2%	1%
61	Cc1ccc(CN(C)C(=O)CN2C(=O)NC3(CCCC3)C2=O)o1	.	-4%	14%
62	CCC(Sc1nc2nccnc2c(=O)n1Cc1ccc(C)cc1)C(=O)NC1CCCCC1 (centres undefined)	.	0%	2%
63	COC(=O)C1=C(C(=O)OC)[C@@H]2N(C)c3ccc(OC)cc3[C@@]23C[C@@H](C(=O)OC)N(C(=O)c2ccc(Br)cc2)C3=N1	11%[12.8 µM]	-16%	-11%
64	O=C(CSc1ccc(Cl)cc1)N1CCN(c2ccc([N+](=O)[O-])cc2Cl)CC1	-6%	-6%	-10%
65	CC(C)CNS(=O)(=O)c1ccc(OCC(=O)Nc2ccc(F)cc2F)cc1	4%	-5%	5%
66	Cc1cc(C)cc(N(C(=O)c2sc(C)nc2C)C(C(=O)NC(C)(C)C)c2ccncc2)c1 (centres undefined)	-6%	-7%	-3%
67	Cc1nc2c3ccccc3nc(NNC(=O)CCC(=O)NC3CCCC3)n2n1	5%	-3%	6%
68	COc1ccc(C(c2nnnn2C2CCCC2)N2CCC(C)CC2)c(OC)c1 (centres undefined)	-5%	-11%	-22%
69	CCCCC1CCC(C(=O)NCc2ccc3c(c2)OCO3)CC1 (centres undefined)	1%	-2%	3%
70	CN(C(=O)CSc1ncnc2scc(-c3ccccc3)c12)C1CCS(=O)(=O)C1 (centres undefined)	-3%	-7%	0%
71	COC(=O)c1c(C(=O)NCc2ccccc2)ncn1CC(O)COc1ccccc1 (centres undefined)	8%	-1%	-3%
72	CC(C)CC(=O)Nc1ccccc1OCc1cc(=O)n2ccccc2n1	.	-9%	-4%
73	C#CC[N+]1(CC#Cc2cccc3ccccc23)CCOCC1	-20%	0%	-15%
74	Cc1cccc(NC(=O)C2CCN(c3cnccn3)CC2)c1	.	-2%	15%
75	CCc1ccccc1NC(=O)Nc1c[nH]c(=O)[nH]c1=O	.	28%	0%
76	CCOc1ccccc1C(=O)Nc1ccc2c(c1)N(C)C(=O)c1ccccc1S2	.	-18%	-10%
77	O=C(c1cnc2n(c1=O)CCS2)N(c1ccccc1)C1CCCCC1	-21%	-8%	-10%
78	COc1ccc(Cl)cc1NS(=O)(=O)c1c(C)[nH]c(=O)[nH]c1=O	6%	-6%&-11%	-1%&-17%
79	CC(=O)Nc1ccc(S(=O)(=O)Nc2ccc(Cl)nn2)cc1	-3%	-3%	-10%
80	CCCOc1ccc(OCCOCCN2CCc3ccccc3C2)cc1	-5%	-5%	-18%
81	CCOc1cccc(-c2c(C(=O)N/N=C(\C)c3cccnc3)nnn2-c2nonc2N)c1	5%	-3%	-8%
82	Cc1ccc(C(=O)COc2ccccc2-c2ccccc2)cc1C	8%	-4%	0%
83	CC(C)C(NC(=O)c1ccccc1NC(=O)c1ccccc1)C(=O)NCCCn1ccnc1 (centres undefined)	-2%	-4%	12%
84	COc1ccc(NC(=O)COC(=O)c2ccc(S(=O)(=O)N(C)c3ccccc3OC)cc2)cc1OC	-8%	-11%	3%
85	CC(C)c1ccc(NC(=O)CSC2=Nc3ccccc3C3=NC(CCC(=O)NCc4ccc(F)cc4)C(=O)N23)cc1 (centres undefined)	.	-5%	9%
86	O=C(Nc1cccc2ncccc12)c1ccc(-c2ccc(Cl)cc2Cl)o1	18%	-13%	-1%
87	CCC(CC)C(=O)c1c[nH]c(C(=O)NCCCn2ccnc2)c1	2%	-5%	5%
88	CN(C)c1nc(Nc2ccc(Cl)c(Cl)c2)nc(N(C)C)n1	-1%	2%	-10%

The list goes on.
#	mol	N370S GC	GCN5L2 inh	FEN1 inhibitor
89	Cc1cccc(Nc2nc(-c3ccccc3)c(C(=O)Nc3cccnc3)s2)c1	7%	-14%	4%
90	COc1ccc(C2=C(C)C(N3CCN(C(=O)c4ccco4)CC3)=NS2(=O)=O)cc1	-10%	-8%	-7%
91	CC1(CCC(=O)N2CCCC(N3CCN(c4cccc(C(F)(F)F)c4)CC3)C2)CC1 (centres undefined)	-8%	-12%	-4%
92	CCCOc1ccc(NCC(=O)Nc2ccc(C)cc2C)cc1	5%	-1%	-24%
93	CCOC(=O)C1(Cc2cccc(F)c2)CCN(C(=O)C2CCC2)CC1	-2%	0%	-2%

By substructure: the compounds so far with fluorine.
#	mol	N370S GC	GCN5L2 inh	FEN1 inhibitor
2	Cc1c(C(=O)N(Cc2cccc(F)c2)C2CCS(=O)(=O)C2)oc2cc(Br)ccc12 (centres undefined)	.	-1%	-14%
15	COC(=O)C(Nc1ccccc1Cl)(c1cc(C)c(O)c(C)c1)C(F)(F)F (centres undefined)	2%	-15%	-10%
18	CC(=O)NC1(c2cccc(F)c2)CCN(CC(=O)NC(C)C)CC1	4%	-1%	-5%
22	O=C1OCC2=C1C(c1ccc(F)cc1)c1cc3c(cc1N2)OCCO3 (centres undefined)	14%	0%	-1%
52	Cc1oc(-c2cc(F)ccc2F)nc1CN1CCN(c2ncnc3ccccc23)CC1	30%	-15%	6%
56	COc1ccccc1C(=O)NC(=O)COC(=O)CNC(=O)c1ccccc1F	.	-8%	6%
60	Cc1cc(CNC(=O)c2cc(COc3c(F)cccc3F)on2)nn1C	2%	2%	1%
65	CC(C)CNS(=O)(=O)c1ccc(OCC(=O)Nc2ccc(F)cc2F)cc1	4%	-5%	5%
85	CC(C)c1ccc(NC(=O)CSC2=Nc3ccccc3C3=NC(CCC(=O)NCc4ccc(F)cc4)C(=O)N23)cc1 (centres undefined)	.	-5%	9%
91	CC1(CCC(=O)N2CCCC(N3CCN(c4cccc(C(F)(F)F)c4)CC3)C2)CC1 (centres undefined)	-8%	-12%	-4%
93	CCOC(=O)C1(Cc2cccc(F)c2)CCN(C(=O)C2CCC2)CC1	-2%	0%	-2%

Source: PubChem BioAssay
